ALOX12 inhib = inhibitors of human 12-lipoxygenase (ALOX12); P18054; purified 12-hLO, xylenol orange hydroperoxide absorbance; Potency, µM (doses to about 57.1 µM), inactives show at the highest dose activity change, negative = inhibition, usual class: inhibitors; actives 0.12% (n = 150,000); AID 1452; also: potency is read from the fitted curve at half-maximal effect; nearly all actives have a fitted effect of over 55% in size; many of its hits are not listed in these tables
Target sequence (P18054 whole entry, looked up): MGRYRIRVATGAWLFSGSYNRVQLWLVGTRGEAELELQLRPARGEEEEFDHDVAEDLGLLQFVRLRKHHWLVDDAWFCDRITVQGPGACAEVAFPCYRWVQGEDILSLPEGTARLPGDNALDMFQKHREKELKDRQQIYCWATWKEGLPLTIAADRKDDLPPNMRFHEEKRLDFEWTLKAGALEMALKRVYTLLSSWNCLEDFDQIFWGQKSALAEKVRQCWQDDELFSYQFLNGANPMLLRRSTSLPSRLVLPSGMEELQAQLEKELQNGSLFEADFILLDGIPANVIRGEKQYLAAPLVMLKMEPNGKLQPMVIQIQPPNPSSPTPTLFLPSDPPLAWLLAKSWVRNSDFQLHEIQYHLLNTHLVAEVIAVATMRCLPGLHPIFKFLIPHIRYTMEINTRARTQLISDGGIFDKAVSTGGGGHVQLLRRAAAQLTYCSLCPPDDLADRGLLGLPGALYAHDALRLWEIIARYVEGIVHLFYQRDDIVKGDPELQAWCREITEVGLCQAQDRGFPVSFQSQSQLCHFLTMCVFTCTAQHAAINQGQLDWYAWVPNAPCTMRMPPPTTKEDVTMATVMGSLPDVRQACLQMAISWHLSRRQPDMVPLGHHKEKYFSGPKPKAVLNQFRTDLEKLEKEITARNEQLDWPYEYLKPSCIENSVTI
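150 nM 12hLO, 25 mM Hepes pH 7.0 + 0.01% Triton X-100; cpd preinc 15 min RT; 40 uM arachidonic acid, 30 min RT; Fe-XO 30 min; A573/A405 ratio as read-out.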
PNC inhibitor = blocks assembly of the perinucleolar compartment | PC3M PTB-GFP, PNC prevalence imaging, 16 h; stronger effect = lower value | activity change (PNC), negative = inhibition, % at 10 µM | actives 3.1% (n = 140,000) | AID 2417;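 active = readout at or below -70, meaning at least 70% loss of cells showing the perinucleolar compartment, a nuclear body marking cancer cells; inconclusive = readout between -30 and a set limit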;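 also: plate controls were DMSO wells for no effect and camptothecin positive control wells for full effect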
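Compounds are pinned in duplicate onto adhered PC3M cells stably expressing GFP-tagged PTB and incubated 16 h at 37 C. Cells are then fixed, nuclei stained with Hoechst, and PNC-positive cells counted.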
IMPase inh = IMPase inhibition in cells | 120,000 tested, under 10 active | CHO-M1 cells, IP1 accumulation, HTRF TR-FRET ratio | inhibition (IP1 accumulation), % at 46.1 µM; active = well fitted curve in the direction sought with a large enough effect in the signal ratio, not every such curve was filed as active; inconclusive = small, poorly fitted or top-dose-only effect, or a change in a side signal; inactive = no such curve, though single readings can be large or run the other way; the % refers to the signal ratio;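 also: cells stimulated with carbachol in lithium chloride buffer; plate controls were DMSO basal wells for no effect and reference inhibitor wells for full effect; higher means more IMPase inhibition seen as more IP1 and lower FRET ratio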
Target sequence (P97697 whole entry, looked up): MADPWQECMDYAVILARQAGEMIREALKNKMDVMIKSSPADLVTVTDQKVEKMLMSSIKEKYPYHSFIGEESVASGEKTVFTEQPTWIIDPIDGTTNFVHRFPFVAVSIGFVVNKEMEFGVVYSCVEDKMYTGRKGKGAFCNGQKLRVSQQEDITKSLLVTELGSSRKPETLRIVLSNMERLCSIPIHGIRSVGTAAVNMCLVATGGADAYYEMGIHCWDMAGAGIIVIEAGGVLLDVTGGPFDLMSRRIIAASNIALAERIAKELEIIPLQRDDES
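Seeded CHO-M1 cells were dosed with compound at up to 46 uM, stimulated with carbachol for 30 min, then lysed in IP-One detection reagents. Higher IP1 lowers the TR-FRET signal.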
15-hLO-2 inh = 15-hLO-2 (ALOX15B) enzyme inhibition. purified 15hLO-2, xylenol orange hydroperoxide absorbance. Potency, µM (titrated, usually from 57.1 µM), inactives show at the top dose activity change, negative = inhibition, actives largely listed as inhibitors. actives 0.56% (n = 110,000). AID 881; also: potency is read from the fitted curve at half-maximal effect; nearly all actives have a fitted effect of over 60% in size; many of its hits are not listed in these tables
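Enzyme 50 nM, AA 45 uM, 25 mM Hepes pH 7.5 + 0.01% Triton X-100; cpd preinc 15 min RT, rxn 90 min RT; stop/detect with 200 uM XO + 300 uM Fe(II) in 50 mM H2SO4, 30 min; A573/A405.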
Numbers without * were called inactive; ? = inconclusive; . = no result given; [ ] = dose if it differs, or a comment. Unless noted, calls follow the shape of the dose curve; as a rule, active = well fitted curve in the direction sought with a large enough effect; inconclusive = small, poorly fitted or top-dose-only effect, or another doubt; inactive = no such curve, though single readings can be large; an effect the other way counts as inactive or inconclusive. Unless noted, % is scaled to controls: 0 for no effect and ±100 for the full control effect.

Molecule,ALOX12 inhib,PNC inhibitor,IMPase inh,15-hLO-2 inh
O=C1c2ccccc2S(=O)(=O)N1Cc1nnc(-c2ccccc2Br)o1,-2%,-28,0,.
CC(=O)c1ccc(OCCCC(=O)N2CCN(S(=O)(=O)c3cccs3)CC2)cc1,-2%,34,7,-2%
COCCNC(=O)c1c(N)n(CCC2=CCCCC2)c2nc3ccccc3nc12,-11%,-16,-9,-12%
COc1ccc(C(=O)NCCSCc2ccco2)cc1OC,3%,-23,-5,5%
CC(=O)c1cc(F)c(N2CCN(c3ccc([N+](=O)[O-])cc3F)CC2)cc1C,-8%,?,4,-5%
Cc1cccc(NC(=S)NCc2cccs2)c1C,?,?,?,-30%
C(=N\Nc1nc2ccccc2s1)/c1ccco1,-5%,26,4,-18%
O=C(NC(C(=O)c1ccccc1)n1c(=O)cc[nH]c1=S)c1ccccc1 (centres undefined),0%,?,.,.
C/C(=C\C(=O)c1ccc(Br)cc1)N1CCCCC1,?,9,7,-18%
CCOc1ccc2[nH]c(=O)c(CN(CC3COCCO3)C(=O)c3ccco3)cc2c1 (centres undefined),0%,14,-7,-6%
Cc1csc(NC(=O)[C@@H](NC(=O)c2ccccc2)C(C)C)n1,-3%,12,.,.
Clc1ccc(C=Nc2ccc3c(c2)Cc2ccccc2-3)c(Cl)c1,3%[11.4 µM],.,.,-5%[11.4 µM]
CCCCOc1cccc(-c2nnc(NC(=O)CSc3ccc(C)cc3)s2)c1,1%,41,?,.
CC(C)(C)N1C(=O)Cc2c1nc(N)c1c(N)nc(N3CCCCC3CO)c(C#N)c21 (centres undefined),?,-16,-1,25µM*
Fc1ccc(CNC(=S)Nc2ccc(Cl)cc2)cc1,-6%,23,-2,?
O=C(NC1CCCCC1)N1CCC(n2cnc3ccccc32)CC1,-8%,-5,4,-2%
CN(CC(=O)N1CCN(c2ccccc2)CC1)S(=O)(=O)c1cnc[nH]1,1%,19,1,4%
O=C1CC[C@@]23/C=C/C(=O)NCCCCNCCCNC(=O)/C=C/c4ccc(c2c4)OC3C1 (some centres undefined),2%,.,.,7%
Cc1cccc2cc(CN(Cc3cccs3)C3(c4nnnn4C4CCCC4)CCCC3)c(=O)[nH]c12,-1%,-2,-10,10%
COc1cccc(CN(C(=O)Cc2c[nH]c3ccccc23)C(C(=O)NC2CCCCC2)c2cccs2)c1 (centres undefined),-4%,?,-1,-9%

Rewritten as labelled records: 4 of the compounds above.
CC(=O)c1ccc(OCCCC(=O)N2CCN(S(=O)(=O)c3cccs3)CC2)cc1
  ALOX12 inhib: -2%	PNC inhibitor: 34	IMPase inh: 7	15-hLO-2 inh: -2%

COCCNC(=O)c1c(N)n(CCC2=CCCCC2)c2nc3ccccc3nc12
  ALOX12 inhib: -11%	PNC inhibitor: -16	IMPase inh: -9	15-hLO-2 inh: -12%

COc1ccc(C(=O)NCCSCc2ccco2)cc1OC
  ALOX12 inhib: 3%	PNC inhibitor: -23	IMPase inh: -5	15-hLO-2 inh: 5%

CC(=O)c1cc(F)c(N2CCN(c3ccc([N+](=O)[O-])cc3F)CC2)cc1C
  ALOX12 inhib: -8%	PNC inhibitor: ?	IMPase inh: 4	15-hLO-2 inh: -5%

Next part:
Molecule,ALOX12 inhib,PNC inhibitor,IMPase inh,15-hLO-2 inh
O=C1[C@@H]2[C@H](Cc3ccc(O)cc3)N[C@]3(C(=O)Nc4ccccc43)[C@@H]2C(=O)N1c1ccc(F)cc1,-2%,-9,2,-11%
O=C(c1ccccc1)C(O)c1ccccc1 (centres undefined),2%,.,.,2%
Cc1ccc(/C=N/NC(=O)c2c[nH]c3ccccc23)o1,-1%,19,3,-3%
Cc1cc(=O)n(C)c(=O)n1CCCCCOc1cccc([N+](=O)[O-])c1,1%,23,14,-22%
COc1cccc(C(=O)N/N=C(\CC(C)C)c2ccccc2)c1,3%,?,.,.
O=P(O)(CCc1ccccc1)CN1CCCCC1,-3%,-82*,-1,0%
CSc1ccc(CN(C)CC(=O)Nc2ccccc2Br)cc1,-5%,-26,1,.
CC(C)(C)NC(=O)C(c1ccncc1)N(C(=O)c1csnn1)c1ccccc1 (centres undefined),-1%,?,18[1.84 µM],5%[11.4 µM]
CCOC(=O)Cc1csc(NC(=O)c2csc(C)c2)n1,-3%,-14,1,12%
COc1cccc(-n2ccnc2SCC(=O)Nc2ccccc2)c1,-4%,29,5,-8%
CCOC(=O)C1CCCN(C(=O)Cc2c(F)cccc2Cl)C1 (centres undefined),0%,-4,10,2%
COc1ccc(S(=O)(=O)N/N=C\c2ccc(OC)c(COc3ccc(C)cc3[N+](=O)[O-])c2)cc1,-4%,?,9,.
COc1ccc(-c2nc3cnc(N4CCNCC4)nc3n(Cc3cccc(OC)c3)c2=O)cc1,-5%,.,.,3%
Brc1c(CSc2nnc(-c3ccco3)o2)nc2ccccn12,8%,?,8,7%
C/C(=C\C(=O)c1ccc(F)cc1)Nc1ccc(N2CCOCC2)cc1,?,-12,1,?
c1ccc(-c2nc3ccccc3[nH]2)nc1,-2%,-6,.,.
Nc1cc([N+](=O)[O-])ccc1C(=O)O,-3%,.,.,-12%
CCc1ccc(C2CC(c3cccc(Cl)c3)n3nc(N)nc3N2)cc1 (centres undefined),-1%,49,11,.
O=C(NCCN1CCN(C(=O)C(c2ccccc2)c2ccccc2)CC1)C(=O)Nc1ccccc1,2%,9,5,0%
COc1ccc(/C=C(/NC(=O)c2cccs2)C(=O)Nc2ccc(C)cc2)cc1OC,-2%,-14,.,.
CN(C)CCCn1c(N)c(C#N)c2nc(C#N)c(C#N)nc21,-1%,?,-16,-1%
CC(=O)c1c(C)[nH]c(C(=O)OCCCCN2C(=O)c3ccccc3C2=O)c1C,-6%,-17,8,-3%
O=C(NCC1CCCO1)C1CCCN1C(=O)NC1CCCCC1 (centres undefined),-1%,9,-6,1%
Cc1cc(C)c2nc(SCCc3ccccc3)nc(C)c2c1,7%,30,-4,6%
Cn1c(Cn2c(=O)sc3ccccc32)nnc1SCC(=O)NCc1ccccc1,5%,5,0,.
Cc1cc(NC(=O)c2cccc(S(=O)(=O)N3CC(c4ccccc4)CC3=O)c2)no1 (centres undefined),-3%,?,16,-4%
COc1ccc2c(C)c(Cl)c(=O)oc2c1,-3%,17,-3,-9%
Cc1cccc(NC(=S)NCC(c2cccnc2)N2CCOCC2)c1 (centres undefined),2%,45,1,.
COc1ccc(OC)c(/C(O)=C/C(=O)C(=O)Nc2cc(C)cc(C)c2)c1,-1%,-18,-5,10%
COC(=O)c1ccc(C(=O)OC)c(NC(=S)N2CCN(c3cccc(Cl)c3)CC2)c1,-2%,24,.,.
O=C(c1cc2c(s1)-c1ccccc1OC2)N1CCCC1,-2%,-8,-15,-6%
COc1ccc(OC)c(C2Nc3nc4ccccc4n3C(C)=C2C(=O)Nc2ccc(C)cc2C)c1 (centres undefined),3%,?,2,29%
CCOc1ccc(N(CC(=O)Nc2ccccc2C(=O)NC(C)CC)S(C)(=O)=O)cc1 (centres undefined),-1%,33,.,.
O=C(OCc1c(F)cccc1Cl)c1cnccn1,-1%,5,3,1%
COc1ccc(N(C)S(=O)(=O)c2c(C)[nH]c(=O)[nH]c2=O)cc1,-1%,47,4,5%
N=C1c2ccccc2CN1NC(=O)c1cccc(S(=O)(=O)N2CCCC2)c1,2%,2,-5,.
O=C(c1ccc(CS(=O)(=O)c2c(Cl)cccc2Cl)o1)N1CCN(c2ccccn2)CC1,1%,4,21,4%
COc1ccc(Nc2ncnc3c2oc2ccccc23)cc1,-11%,?,0,4%
COc1cccc(OCC(=O)O/N=C(\N)c2ccc(OC)c(OC)c2)c1,-2%,-17,.,.
COc1ccc(C(=O)N2CCC3(CCCN(Cc4ccncc4)C3)CC2)cc1,3%,.,.,-9%
COc1cc(-c2cccc([C@H]3[C@@H]4C=CC[C@@H](C)[C@@H]4C(=O)N3Cc3ccccc3)c2)cc(OC)c1OC,-4%[0.00818 µM],.,.,16%[0.0915 µM]
O=C(c1ccc2c3c(cccc13)C(=O)N(O)C2=O)N1CCCCC1,-2%,11,-10,-1%
CC1=Cc2ccccc2C(C#N)N1C(=O)c1ccccc1 (centres undefined),1%,?,.,.
O=c1c2ccccc2nc(SCc2cccc(F)c2)n1-c1cccc(S(=O)(=O)N2CCCC2)c1,0%,-26,.,.
Cc1ccc(Nc2nnc(C3C(=O)N(C)C4(C)CC3c3cc(Br)ccc3O4)s2)cc1 (centres undefined),-4%,?,.,.
CCNC(=O)CCCOc1ccc(Cl)cc1Cl,0%,-1,2,6%
Cc1cccc(C(=O)Nc2ccc(C(=O)/C=C/c3cccnc3)cc2)c1,0%,31,.,.
Cc1cc(C(=O)CSc2nc3ccccc3c(=O)[nH]2)c(C)n1C,-5%,?,19,-14%
O=C(c1ccco1)N1CCN(C(c2ccccc2F)c2nnnn2Cc2cccs2)CC1 (centres undefined),1%,18,?,-6%
Cn1c(=O)c2[nH]c(CCCCC(=O)O)nc2n(C)c1=O,-4%[11.4 µM],.,.,-4%[11.4 µM]
Cc1ccc(C(=O)c2c[nH]c(C(=O)NCc3cccnc3)c2)cc1,1%,14,2,3%
CCC(C)(C(=O)NC1CCCC1)N(C(=O)c1cnccn1)c1c(C)n(C)n(-c2ccccc2)c1=O (centres undefined),0%,33,-1,4%
COc1cc(C(=O)NCc2ccc(C)cc2)ccc1OCc1c(C)noc1C,-3%,35,1,-4%
Cc1ccc(-c2csc(NC(=O)c3cccc([N+](=O)[O-])c3)n2)cc1,5%,-20,-6,12%
CCn1c(SCC(=O)Nc2cccc(NC(C)=O)c2)nnc1C(C)C,3%,20,-6,0%
CCCCC(=O)Nc1ccc(NC(=O)c2ccc([N+](=O)[O-])cc2)cc1OC,-1%,-17,.,.
CC(C)(C)/C(Cn1cncn1)=N\OC(=O)Nc1ccc(Cl)cc1,2%,?,.,.
COC(=O)c1c(C)oc(C)c(C(=O)OC)c1=O,1%,24,6,-2%
CC1CCN(C(=O)c2cc(Cl)nc3ccccc23)CC1,-2%,-23,6,.
O=C(CSc1ccccn1)Nc1ccc2c(c1)C(=O)c1ccccc1C2=O,-3%,17,.,.

Carrying on:
Molecule,ALOX12 inhib,PNC inhibitor,IMPase inh,15-hLO-2 inh
O=C(NCc1ccc(C(F)(F)F)cc1)C1CC(c2ccccc2[N+](=O)[O-])=NO1 (centres undefined),-17%,39,-3,-1%
O=[N+]([O-])c1cccc(-c2nnc3c4ccccc4c4ccccc4n23)c1,1%,-15,0,-21%
CC1CC(N(C(=O)C2CC2)c2ccccc2)c2ccccc2N1C(=O)C1CC1 (centres undefined),-8%,34,11,4%
CC(=O)Oc1ccc(/C=N/NC(=S)Nc2ccccc2)cc1,-5%,7,.,.
CCCc1nnc(NC(=O)CC(=O)OCC)s1,5%,6,-1,-8%
CC(C)(C)Oc1ncc(Br)c(OC(C)(C)C)n1,0%,3,13,3%
COCCNC(=O)/C(=C/c1ccccc1Cl)c1ccccc1,0%,-13,.,.
O=S(=O)(Nc1ccncc1Cl)c1ccccc1,-2%,?,5,0%

High-throughput results deposited in PubChem BioAssay by National Center for Advancing Translational Sciences (NCATS).

The list is partial, so the mix of outcomes need not match the whole.
